# High-throughput results from PubChem.
# SMARCA2 act: SMARCA2 (BRM) function activators, primary screen, cell-based, luminescence, high throughput; MG213 cells, MMTV-luciferase reporter, dexamethasone, overnight; activation, % at 9.1 µM; actives 1% (n = 370,000); AID 652017, 2013; in the data active = activation above about 7.8%;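 note: 0% = vehicle wells and 100% = reference activator wells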
# ASAP1 inh: inhibitors of human ASAP1 ArfGAP activity, primary screen, biochemical, fluorescence polarization; Arf-GAP with SH3 domain, ANK repeat and PH domain-containing protein 1 (Homo sapiens), …; AID 624377, 2012; ASAP1-stimulated ARF1 GTP hydrolysis, GDP FP detection; inhibition, % at 16.5 µM; actives 0.19% (n = 360,000); in the data active = inhibition above about 25%;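 note: 0% = vehicle with enzyme and substrate and 100% = no enzyme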
# NR1D1 modulator: modulators of Rev-erb alpha DNA binding, primary screen, biochemical, FITC-DNA, fluorescence polarization, uHTS; Nuclear receptor subfamily 1 group D member 1 (Homo sapiens), P20393; Rev-erbα–FITC-DNA binding, 90 min; activity, % at 10 µM; actives 0.79% (n = 370,000); AID 1259318, 2017;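 active = activity above about 14%, limit read from the data; passing the limit was not always enough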;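 note: 0% = DMSO wells with 35 nM protein and 100% = DMSO wells with 750 nM protein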
# Target sequence (P20393 whole entry, looked up): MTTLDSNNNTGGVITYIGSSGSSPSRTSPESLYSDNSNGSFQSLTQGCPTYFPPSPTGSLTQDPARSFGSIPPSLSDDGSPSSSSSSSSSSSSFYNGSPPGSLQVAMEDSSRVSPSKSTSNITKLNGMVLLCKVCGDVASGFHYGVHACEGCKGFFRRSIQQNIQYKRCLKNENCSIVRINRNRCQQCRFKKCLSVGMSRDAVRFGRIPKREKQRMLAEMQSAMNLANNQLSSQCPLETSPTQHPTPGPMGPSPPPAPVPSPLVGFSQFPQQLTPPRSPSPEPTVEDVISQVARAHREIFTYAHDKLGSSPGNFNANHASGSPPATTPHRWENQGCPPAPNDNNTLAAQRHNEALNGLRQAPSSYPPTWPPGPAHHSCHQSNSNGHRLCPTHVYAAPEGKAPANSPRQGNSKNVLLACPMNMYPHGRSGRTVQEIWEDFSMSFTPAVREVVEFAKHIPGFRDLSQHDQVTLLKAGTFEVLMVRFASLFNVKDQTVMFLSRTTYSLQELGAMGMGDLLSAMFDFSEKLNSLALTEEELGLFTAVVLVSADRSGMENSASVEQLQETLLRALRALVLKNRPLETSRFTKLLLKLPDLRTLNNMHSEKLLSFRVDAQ
# GC-A act: GC-A stimulated cGMP production enhancers – HEK293 GC-A cells, cGMP TR-FRET, EC30 ANP, primary screen. Atrial natriuretic peptide receptor 1 (Homo sapiens), P16066. 0% at EC30 ANP, 100% saturating ANP. activation, % at 10 µM. actives 0.14% (n = 370,000); in the data active = activation above about 40%
# rCAG RNA binder: binders of r(CAG) RNA repeats, primary screen, biochemical, fluorescence. r(CAG) RNA repeat, TO-PRO-1 dye displacement fluorescence. inhibition, % at 3 µM. actives 1.3% (n = 370,000). AID 651821, 2012;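 active = inhibition above the plate cutoff, the mean of all test compounds on that plate plus 3 SD, cut at about 35% in these data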;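 note: 0% = DMSO alone and 100% = 100 µM mitoxantrone as full dye displacement; higher means more dye released from RNA so lower well fluorescence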
# HTRA1 inh: HTRA1 serine protease inhibitors, primary screen, biochemical, fluorescence polarization, HTS. inhibition, % at 5.96 µM. AID 504803, 2011. Q92743. recombinant HTRA1, FP-rhodamine activity-based probe. actives 0.5% (n = 340,000); in the data active = inhibition above about 36%;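 note: 0% = enzyme with DMSO and 100% = wells lacking enzyme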
# Target sequence (Q92743 whole entry, looked up): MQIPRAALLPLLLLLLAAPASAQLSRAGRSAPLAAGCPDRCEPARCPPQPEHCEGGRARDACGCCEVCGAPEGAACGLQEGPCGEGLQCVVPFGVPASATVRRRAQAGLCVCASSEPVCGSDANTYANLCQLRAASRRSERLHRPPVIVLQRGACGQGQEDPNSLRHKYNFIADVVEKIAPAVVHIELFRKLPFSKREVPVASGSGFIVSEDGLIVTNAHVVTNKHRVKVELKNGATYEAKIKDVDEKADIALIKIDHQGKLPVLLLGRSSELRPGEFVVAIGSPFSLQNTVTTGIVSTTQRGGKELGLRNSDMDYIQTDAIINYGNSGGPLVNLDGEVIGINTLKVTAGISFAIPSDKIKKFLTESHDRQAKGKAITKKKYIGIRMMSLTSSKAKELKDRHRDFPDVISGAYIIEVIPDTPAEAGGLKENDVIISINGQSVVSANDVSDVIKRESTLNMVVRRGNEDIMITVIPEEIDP
# ARFGAP1 inh: inhibitors of rat ARFGAP1 GAP activity, primary screen, biochemical, fluorescence polarization, GDP tracer; ADP-ribosylation factor GTPase-activating protein 1 (Rattus norvegicus), Q62848; Arfgap1-stimulated ARF1 GTP hydrolysis, GDP FP detection; inhibition, % at 16.5 µM; actives 0.26% (n = 360,000);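 active = inhibition above a per-plate limit, mean inhibition of low control wells plus 3 SD, cut at about 25% in these data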;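 note: 0% = DMSO wells with enzyme and 100% = wells lacking Arfgap1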
#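 material = rat Arfgap1 catalytic domain, aa 1-136 | also added = human ARF1(Δ1-17)-GTP substrate | compound dosing = one concentration, 16.5 µM, DMSO 1.26% | times = GTP hydrolysis reaction 2 h at 25 °C | measured by = FP, GDP Alexa 633 tracer displaced from anti-GDP antibody, 620/688 nm | evaluation = percent inhibition of Arfgap1-stimulated GTP hydrolysis | replication = single well per compound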
# NPR2 activator: human GC-B receptor activators, primary screen, HEK293 GC-B cells, cGMP TR-FRET, EC30 CNP; actives 0.11% (n = 370,000); 0% at EC30 CNP, 100% saturating CNP; activation, % at 10 µM; Atrial natriuretic peptide receptor 2 (Homo sapiens), P20594;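 active = activation at 10 µM reaching about 35% in either raw or pattern-adjusted values, limit read from the data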
# ABHD4 inh: ABHD4 inhibitors, primary screen, biochemical, fluorescence polarization, mouse; inhibition, % at 8.92 µM; AID 720543, 2013; actives 0.54% (n = 370,000); purified mABHD4, FP-Rh probe fluorescence polarization;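 active = inhibition exceeding the mean over every tested compound plus 3 SD, cut at about 30% in these data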;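 note: 0% = plate median of compound wells and 100% = S159A mutant with DMSO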
#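 Test system: mABHD4 protein; Read-out basis: % inhibition; Incubation: 45 min + 60 min at 25 °C; Repeats: single replicate; Technique: fluorescence polarization with parallel and perpendicular emission, 525/598 nm; Compound: 8.92 µM, single dose; Benchmarks: full inhibition S159A mutant plus DMSO, zero as sample-well median.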
# PG9 Ab binder: binders of HIV-1 gp120 antibody PG9, primary screen, biochemical, TR-FRET; TR-FRET gp120-PG9 antibody binding; AID 624416, 2012; actives 0.43% (n = 360,000); HIV-1 gp120 / PG9 antibody interaction; inhibition, % at 6.7 µM; in the data active = inhibition above about 8.5%
# The depositor's hits bear a star; · = not tested or not shown; & = joins results of further samples.
SMILES,SMARCA2 act,ASAP1 inh,NR1D1 modulator,GC-A act,rCAG RNA binder,HTRA1 inh,ARFGAP1 inh,NPR2 activator,ABHD4 inh,PG9 Ab binder
O=C(NCCCN1CCCC1)Nc1ccc(F)cc1,0,-8,-4,3,-3,-4,-1,-2,-3,0.6
COc1cc(/C=N/NC(=O)c2c(-c3c(Cl)cccc3Cl)noc2C)ccc1OCC(N)=O,3,12,-1,-1,-1,-4,0,5,-2,-1.3
COc1cc(C(=O)NCCCC2CCCC2)ccc1OC1CCN(C(C)=O)CC1,-2,-1,-2,2,-12,-5,5,-4,1,-1.5
COc1cccc(/C=C/C(=O)OCC(=O)c2c(N)n(C)c(=O)n(C)c2=O)c1,0,-11,-1,2,2,-8,-7,-2,2,-1.7
Cc1ccccc1C(=O)NC1CCN(C(=O)Nc2ccccc2Cl)CC1,-5,-3,-1,2,-3,-1,6,-5,2,1.2
COc1cc(NC(=S)NCCSc2ccc(C)cc2)cc(OC)c1,4,-5,-1,0,-1,-25,-2,6,-7,-0.7
CCOc1ccc(-n2cnc3scc(-c4ccc(OC)c(OC)c4)c3c2=O)cc1,-4,-2,0,1,-1,-6,-15,1,5,0.2
COc1ccccc1C(=O)N/C(=C\c1cn(C)c2ccccc12)C(=O)NCCCN1CCOCC1,1,8,7,1,-4,10,3,3,3,-4.2
N#Cc1ccccc1COC(=O)c1ccc(Br)o1,0,-11,-6,-7,0,-10,10,-3,-2,-2.7
CC1(C(=O)NS(=O)(=O)c2ccc(C#N)cc2)CCN1C(=O)c1ccccc1CCc1ccccc1 (centres undefined),0,2,4,0,48*,·,4,6,2,-1.6
O=C(c1ccc(COc2ccccc2Cl)o1)N1CCN(Cc2ccc3c(c2)OCO3)CC1,1&-4,24&6,0&0,-5&3,-6&-6,-31&-18,2&6,-7&-11,-8&-7,0.1&-2.4
CC1=NN(C(=O)c2ccc(Br)cc2)C(O)(C(F)(F)OC(F)(F)F)C1 (centres undefined),-1,2,-2,-3,2,-2,-9,2,5,0.3
Cc1cccn2c(CNCCSc3nccn3C)c(C(=O)N3CCCCC3)nc12,-2,-5,-8,1,1,-1,7,6,35*,-1.2
Cc1ccc(S(=O)(=O)N2CCC(C(=O)OCc3ccccc3)CC2)cc1C,3,4,6,0,-1,-21,-3,-1,-2,-1.7
CCc1ccc(NC(=O)Cn2nc(C)n3cccc3c2=O)cc1,-1,3,2,0,0,9,-13,3,0,-0.5
CCOC(=O)CNC(=O)Cn1cnc2c(nnn2-c2ccc(C)cc2)c1=O,-3,10,1,1,0,0,7,2,0,-0.7
Cc1ccc(C)c(S(=O)(=O)N2CCCC2CNC(=O)C(=O)NC2CCCCCC2)c1 (centres undefined),-2,-10,3,3,-5,-5,6,-3,4,0.5
CCc1ccccc1NC(=O)Cn1nnc(C(=O)NCc2cccs2)c1N,-1,-5,1,0,-2,1,-7,-2,-8,-2.6
COC(=O)c1ccc(CSc2nnc(Nc3ccc(OC)cc3)s2)o1,-2,-3,3,-3,-2,-1,-4,4,-4,0.0
O=C(COC(=O)/C=C/c1ccc(F)cc1)Nc1ccc(Cl)cn1,-5,0,-2,0,-2,4,-4,-3,-6,1.8
COc1cccc(-c2cc(C(F)(F)F)nc(-n3cncn3)n2)c1,2,-1,0,2,-4,-1,4,3,5,0.6
c1csc(-c2ccn[nH]2)c1,4,1,-7,-2,4,-4,1,3,1,-0.2
COC(=O)c1ccccc1NC(=O)Nc1ccc(C)cn1,2,3,2,0,2,-2,7,2,3,2.1
COc1ccc(OCCNC(=O)C2(C)CCN2Cc2ccc3ccccc3c2)cc1 (centres undefined),1,-1,5,-7,0,·,-1,-4,-21,-0.8
Cc1ccc(-c2csc3nc[nH]c(=S)c23)cc1C,0,-7,24*,-3,5,0,6,6,8,-0.8
# (listing goes on)
SMILES,SMARCA2 act,ASAP1 inh,NR1D1 modulator,GC-A act,rCAG RNA binder,HTRA1 inh,ARFGAP1 inh,NPR2 activator,ABHD4 inh,PG9 Ab binder
Cc1ccc2c(c1)N(CC(=O)O)C(=O)CO2,5,11,-1,2,0,0,7,7,2,-2.4
O=C(/C=C/c1ccccc1)N1CCN(Cc2nc3ccccc3c(=O)[nH]2)CC1,-2,-1,-1,-7,-6,2,-8,-9,2,-0.7
CC1(C)OC(=O)C2=C(C[C@@H](C3CCCC3)O[C@@H]2c2ccc(Cl)cc2)O1,1,0,-1,-19,0,·,8,-15,1,-1.5
CC(Cn1cncn1)C(=O)N1CCN(S(=O)(=O)c2ccccc2)CC1 (centres undefined),-3,-7,6,1,3,1,-17,-2,2,0.8
CC(=O)c1cc2ccc(O)cc2oc1=O,-3,8,4,3,-3,-2,3,2,3,1.4
O=C(CCc1nnc(CCc2ccccc2)o1)N1CCCC1c1nccs1 (centres undefined),0,9,-1,1,-6,-1,11,-3,3,0.9
O=C1NC(c2ccccc2)Oc2ccccc21 (centres undefined),0,-6,-3,4,-1,1,4,-1,-1,0.3
C=CCNc1sc(C(=O)c2ccc(C)cc2)c(N)c1C#N,1,4,4,2,-3,1,-9,-4,10,-0.4
CC(C)C[C@H](NC(=O)N1CCn2c1nc1ccccc12)C(=O)N1CCCCC1,-4,-13,-4,-4,-11,-1,11,1,8,0.1
CC(=O)c1ccc(N(C(=O)Cn2nnc3ccccc32)C(C(=O)NCc2ccccc2)c2ccccn2)cc1 (centres undefined),2,-3,6,0,0,-2,12,4,3,0.4
Cc1noc(C)c1C(=O)Nc1nc(-c2cc(F)ccc2F)cs1,1,-29,19,4,-1,-7,-10,3,-4,6.7
CCc1ccc(CN2CCCC(CNS(=O)(=O)c3ccc(OC)cc3)C2)cc1 (centres undefined),-1,-4,-3,-2,-7,4,2,2,6,-0.8
Cc1cc2cc(CN(Cc3cccs3)C(c3nnnn3C(C)(C)C)C(C)C)c3nnnn3c2cc1C (centres undefined),0,-4,4,-3,1,4,2,-1,11,-0.5
Cc1ccc(C2=NC(C)(C)N=C2SCC(=O)Nc2ccc(Cl)cc2)cc1,-1,-6,3,-1,-2,-32,-1,0,-23,-0.6
Cc1nc2c(sc(=S)n2Cc2ccco2)c(=O)n1CC(=O)Nc1ccccc1F,0,15,-1,0,6,-9,6,0,0,6.7
Cc1oc(C(C)(C)C)cc1C(=O)Nc1cccc(/C=C\C(=O)O)c1,-5,9,-7,0,18,-6,-4,-9,-6,0.5
O=C(c1ccc(-c2ccc([N+](=O)[O-])cc2)o1)N1CCN(S(=O)(=O)c2cccs2)CC1,-1,1,-7,2,14,-1,-1,6,10,0.2
Cc1ccc(CNC(=O)CCCc2ccccc2)cc1,1,-3,1,4,-6,-4,-6,4,2,2.1
CCC(=O)C1CCCN(C(=O)c2ccc3nc(-c4cccc(OC)c4)oc3c2)C1 (centres undefined),5,2,-3,-2,-9,-2,2,0,-10,-1.0
COc1ccccc1NC(=O)CSc1nnc(Cn2nnc(-c3ccccc3)n2)n1-c1ccccc1,-3,-7,-3,-16,6,-31,19,-8,-2,2.4
Cc1csc(=O)n1CCC(=O)OCC(=O)c1c(N)n(CC(C)C)c(=O)n(C)c1=O,0,-11,0,-1,-5,1,-4,-3,7,-1.8
CC(=O)C1=C(C)NC(=S)NC1c1ccccc1 (centres undefined),-5,9,-3,4,5,·,9,10,3,-1.0
O=C(CSc1ccc2ccccc2n1)Nc1ccc(N2CCOCC2)cc1,-2,13,5,3,0,13,-2,-6,6,-1.9
Cc1ccccc1NC(=O)c1ccccc1NC(=O)CCC(=O)O,-3,6,-6,-2,-2,14,5,9,10,0.5
COCCCN1C(=O)C(CC(=O)NCCCN(C)C)CC(C(=O)N2CCOCC2)=C1C (centres undefined),-2,-1,3,6,2,·,-7,5,2,-0.9

# Structural class, the entries above with an NH in an aromatic ring.
SMILES,SMARCA2 act,ASAP1 inh,NR1D1 modulator,GC-A act,rCAG RNA binder,HTRA1 inh,ARFGAP1 inh,NPR2 activator,ABHD4 inh,PG9 Ab binder
c1csc(-c2ccn[nH]2)c1,4,1,-7,-2,4,-4,1,3,1,-0.2
Cc1ccc(-c2csc3nc[nH]c(=S)c23)cc1C,0,-7,24*,-3,5,0,6,6,8,-0.8
O=C(/C=C/c1ccccc1)N1CCN(Cc2nc3ccccc3c(=O)[nH]2)CC1,-2,-1,-1,-7,-6,2,-8,-9,2,-0.7

# The listing continues.
SMILES,SMARCA2 act,ASAP1 inh,NR1D1 modulator,GC-A act,rCAG RNA binder,HTRA1 inh,ARFGAP1 inh,NPR2 activator,ABHD4 inh,PG9 Ab binder
CN(C(=O)CCNC(=O)Cn1cnc2ccccc2c1=O)c1ccc(Br)cc1,1,-9,2,-2,-1,6,5,-3,6,-1.6
CC(C)[C@H](NC(=O)c1c(F)cccc1F)C(=O)N1CCN(c2ccc(F)cc2)CC1,0,-4,0,2,-6,0,-5,0,-12,-1.9
CCN1CCN(C(=O)c2cc3sccc3n2CC(=O)c2ccccc2)CC1,-3,15,0,-3,-5,4,9,-2,6,-2.3
Clc1ccc(-n2ncc3c(NCCN4CCOCC4)ncnc32)cc1,-5,0,-5,17,0,-4,5,-3,2,-0.3
O=C(Nc1ccc(OC(F)(F)F)cc1)c1n[nH]c(Cn2cncn2)n1,-5,-1,0,2,3,1,7,1,1,-1.5
COc1cccc(-c2nnc(N)o2)c1,2,1,-3,3,0,0,-11,4,-1,-0.2
COc1ccc(C(=O)N2CCn3c2nc2ccccc23)cc1,2,8,-5,2,-3,4,-7,1,-2,1.3
Cc1ccc(C)c(S(=O)(=O)N2CCCCC2CCNC(=O)C(=O)NC2CCCC2)c1 (centres undefined),-3,7,7,-4,-4,-5,4,7,-1,-1.8
ON=C1CCCCCCCC1,0,-1,2,1,3,3,-7,-3,0,0.2
COc1ccc(Cc2noc(CN3CCCC(OCc4ccccn4)C3)n2)cc1OC (centres undefined),1,3,-4,2,-4,4,8,7,-10,-3.0
Nc1[nH]c(C(=O)c2ccccc2)c(-c2ccncc2)c1C(=O)NCc1cccc2ccccc12,-3,4,5,-27,4,·,15,-11,-1,-1.4
COc1ccc(CNC(=O)COC(=O)CCn2c(C)csc2=O)cc1OC,-2,-5,0,1,5,-11,1,0,2,1.1
O=C1CN(C(=O)CSc2nc3ccccc3c(=O)n2CCCN2CCOCC2)c2ccccc2N1,0,6,-2,-32,-5,7,1,-19,4,-0.3
O=C(/C=C/c1ccc(F)cc1)N1CCN(c2ccccn2)CC1,3,0,-3,-9,-7,6,6,0,1,-1.4
